# Bioassay records deposited in PubChem by National Center for Advancing Translational Sciences (NCATS).
# IMPase Li inh – cell-permeable IMPase inhibitors with lithium potentiation. CHO-M1 cells, IP1 TR-FRET (IP-One), carbachol + lithium. Potency, µM (series often up to 59.4 µM), inactives show at the top dose activity, negative = IMPase inhibition, actives largely listed as inhibitors. 0.35% of 210,000 active;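 note: IP1 builds up when IMPase is blocked and the TR-FRET signal falls; potency is the fitted concentration of half-maximal effect; plate controls were basal vehicle for no effect and high inhibitor control for full effect; nearly all actives have a fitted effect of over 50% in size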
#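 CHO cells stably expressing M1 receptor (2000/well, cultured 16–30 h) treated 30 min at 37C with compound plus low lithium. Cytosolic IP1 by TR-FRET (665/620 ratio and 620 channel) after 10 min lysis; AC50 by Hill fit.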
# CBFb-RUNX1 inh – CBF-beta/RUNX1 interaction disruption. Q01196+Q13951. Potency, µM (titrated, usually from 59.8 µM), without a hit: top-dose activity, negative = inhibition, hits mostly inhibitors. 230,000 tested, under 10 active. AlphaScreen CBFb-His/RUNX1-biotin binding, biochemical; note: % of control where 0% means no effect
# Target sequence (Q01196 whole entry, looked up): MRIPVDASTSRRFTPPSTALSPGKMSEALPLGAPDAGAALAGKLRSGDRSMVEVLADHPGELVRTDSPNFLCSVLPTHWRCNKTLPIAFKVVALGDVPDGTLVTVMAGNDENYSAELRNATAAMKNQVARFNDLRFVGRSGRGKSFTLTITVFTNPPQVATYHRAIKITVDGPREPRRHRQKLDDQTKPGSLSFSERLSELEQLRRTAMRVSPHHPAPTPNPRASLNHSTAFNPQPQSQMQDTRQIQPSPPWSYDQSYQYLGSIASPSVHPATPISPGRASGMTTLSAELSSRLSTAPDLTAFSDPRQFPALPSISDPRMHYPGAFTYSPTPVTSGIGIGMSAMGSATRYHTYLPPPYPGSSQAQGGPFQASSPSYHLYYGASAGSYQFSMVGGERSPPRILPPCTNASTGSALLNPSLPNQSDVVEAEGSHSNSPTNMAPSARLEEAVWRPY
# Target sequence (Q13951 whole entry, looked up): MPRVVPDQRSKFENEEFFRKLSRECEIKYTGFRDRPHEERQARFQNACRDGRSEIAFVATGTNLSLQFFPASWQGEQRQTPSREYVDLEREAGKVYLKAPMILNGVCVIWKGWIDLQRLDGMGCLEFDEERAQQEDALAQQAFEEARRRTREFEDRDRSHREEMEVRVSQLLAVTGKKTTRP
#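 CBFb-His/RUNX1-biotin, 30 nM each, preincubated 20 min RT; compound 15 min RT; Ni + streptavidin beads 50 ng each, 90 min RT; AlphaScreen read.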
# HTT ATP protect – Huntington cell model cytoprotection by ATP luminescence | PC12 HTT-Q103 induced, cytoprotection, ATP luminescence, 40 h | Potency, µM (titrated, usually from 56.4 µM), inactives show cytoprotection (ATP increase), usual class: activators | 0.14% of 230,000 active | AID 1471;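 note: potency is the fitted concentration of half-maximal effect; % of control where 0% means no effect; nearly all actives have a fitted effect of over 45% in size; toxic huntingtin expression switched on by the ecdysone agonist tebufenozide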
#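 Compounds added alongside 100 nM tebufenozide, which induces toxic Q103 huntingtin exon 1-GFP in stable PC12 cells; surviving cells quantified by luminescent ATP measurement. Medium: phenol red-free DMEM, 5% equine and 5% calf serum.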
# KinaseGlo FLuc – blocks Kinase-Glo luciferase, a counter-screen artifact; Kinase-Glo luciferase, ATP luminescence, 8 min; Potency, µM (titrated, usually from 38.3 µM), for the others: at the highest dose activity change, negative = inhibition, hits mostly inhibitors; 0.28% of 200,000 active; note: potency is the fitted concentration of half-maximal effect; % is set by controls: 0 for no effect and ±100 for the full control effect; nearly all actives have a fitted effect of over 60% in size
#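 Kinase-Glo luciferase light output from ATP and luciferin was measured with 10 uM ATP, within the enzyme's linear range. Buffer: 50 mM imidazole pH 7.2, 50 mM KCl, 7 mM MgCl2, 0.01% Tween 20, 0.05% BSA; luminescence read after 8 min at ambient temperature.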
# SMN2 splice up – increases expression of the SMN2 splice variant; HEK293 SMN2-luciferase splicing reporter, luminescence, 30-36 h; Potency, µM (top dose mostly 46.1 µM), inactives show at the top dose activity change, positive = activation, hits mostly activators; 2.8% of 210,000 active; note: potency is the fitted concentration of half-maximal effect; % of control where 0% means no effect; nearly all actives have a fitted effect of over 55% in size
#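 qHTS luciferase splicing reporter: luminescence rises when SMN2 exon 7 is included in transfected HEK293 cells. Compound exposure lasted 30-36 h at 37C, with 4.5 mM final sodium butyrate as control, followed by a ONE-Glo read.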
# HttQ103 aggreg – mutant huntingtin aggregation inhibition. PC12 HttQ103-GFP aggregates, Acumen cytometry, 40 h. Potency, µM (top dose mostly 46.1 µM), without a hit: at the top dose activity change, negative = inhibition, usual class: inhibitors. 1.1% of 220,000 active; note: potency is the fitted concentration of half-maximal effect; % is set by controls: 0 for no effect and ±100 for the full control effect; nearly all actives have a fitted effect of over 60% in size
#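 Quantitative HTS on tebufenozide-induced (100 nM) PC12 cells stably expressing polyQ103 Huntingtin exon 1–GFP. Reduction of bright GFP aggregates, detected by laser scanning cytometry after lysis, identified actives across the titration.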
# LMNA splice mod – LMNA splicing modulation; Potency, µM (highest dose often 46.1 µM), for inactives: top-dose ratio change, negative = inhibition, usual class: inhibitors; HeLa LMNA splicing GFP/RFP minigene ratio, 48 h; 0.01% of 200,000 active; active = well fitted inhibition curve with a large enough effect in the signal ratio, with a control signal flat, not every such curve was filed as active; inconclusive = small, poorly fitted or top-dose-only effect, or effect the other way, or a change in a side signal; the % refers to the signal ratio; note: potency is the fitted concentration of half-maximal effect; % is set by controls: 0 for no effect and ±100 for the full control effect
#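 S3 HeLa cells stably expressing lamin A-EGFP splicing minigene plus DsRed2, 600 cells/well, 48 h compound exposure at 37C. Laser-scanning cytometry; analysed as GFP (500-530 nm)/RFP (575-640 nm) total intensity ratio; 0.5% DMSO vehicle.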
# * marks the source's active call; other numbers are inactive results; ? = inconclusive; / = no result given; & = joins results of further samples; [ ] = remark or other dose. Unless noted, calls come from the whole dose curve; as a rule, active = well fitted curve in the direction sought with a large enough effect; inconclusive = small, poorly fitted or top-dose-only effect, or another doubt; inactive = no such curve, though single readings can be large; an effect the other way counts as inactive or inconclusive.
1) CCC(C)(C)n1nnnc1C(c1ccncc1)N1CCN(c2cccc(OC)c2)CC1 (configuration not stated)
2) Cc1nc2ccccc2nc1CN1CCN(Cc2ccc(F)c(F)c2)C(CCO)C1 (configuration not stated)
3) O=C(O)/C=C/c1cccc(NS(=O)(=O)c2ccccc2)c1
4) CC1(C(=O)O)CCC(C(=O)Nc2ccccc2)C1(C)C (configuration not stated)
5) COc1nc(NC(C)(C)C)nc(Oc2ccc(=O)n(-c3ccccc3)n2)n1
6) COc1ccc2c(c1)C=C(C(=O)NCc1ccc(Cl)cc1)CO2
7) COc1ccc(CN(Cc2ccc(C(=O)O)cc2)C(=S)Nc2ccccc2Cl)cc1OC
8) COc1cc(/C=c2\sc3n(c2=O)CCCN=3)ccc1O
Compound	1	2	3	4	5	6	7	8
IMPase Li inh	14.1%[38.3 µM]	7.4%	-3.1%	1.3%	/	8.2%	-2.8%	9.1%[38.3 µM]
CBFb-RUNX1 inh	11.6%	6.2%	3.8%	9.7%	4.9%	8.7%	10.3%	8.9%
HTT ATP protect	-6.2%[10 µM]	4.6%	13.4%[10 µM]	12.4%[10 µM]	-13.3%	-20.1%[10 µM]	?	-32.1%
KinaseGlo FLuc	1.1%	2.4%	-2.0%	2.5%	/	3.9%	1.8%	-5.2%
SMN2 splice up	-16.9%	/	13.0%	-13.3%	/	-20.8%	-12.2%	-15.4%
HttQ103 aggreg	-6.5%	?	14.7%	-5.2%	-3.4%	?	13.4%	5.0%
LMNA splice mod	?	/	-10.7%	6.4%	-3.2%	-17.4%	14.7%[46 µM]	13.4%

9) CC1NC(=O)N(C)C2NC(=O)N(C)C(c3ccccc3)C12 (configuration not stated)
10) CN1CCc2[nH]nc(-c3n[nH]c4c3CN(C)CC4)c2C1
11) COc1ccc(NC(=O)N2CCN(C(=O)C(Cc3ccc(F)cc3)NC(C)=O)CC2)cc1 (configuration not stated)
12) Cc1nc(SCC(=O)O)c2oc3ccccc3c2n1
13) CC(C)=CCN1CCC2(CCc3ccccc32)CC1
14) Cc1cccc(Nc2nc(N)nc(CSc3nccn3C)n2)c1
15) Cc1ccc(S(=O)(=O)N2CCC(=O)N(C(COCc3cccc(Cl)c3)Cc3ccccc3)CC2)cc1 (configuration not stated)
16) Cn1nc(-c2ccc(OCC(=O)Nc3ccccc3)cc2)c2ccccc2c1=O
Compound	9	10	11	12	13	14	15	16
IMPase Li inh	-4.6%[38.3 µM]	11.5%	2.6%	-6.7%[38.3 µM]	-23.8%	0.0%[38.3 µM]	3.9%	40.2%[activator][38.3 µM]
CBFb-RUNX1 inh	5.3%	/	8.9%	0.2%	14.7%	3.2%	2.6%	-2.0%
HTT ATP protect	-19.2%	-7.7%[10 µM]	-2.7%[10 µM]	-23.4%	-37.2%[inhibitor]	-5.7%	/	9.3%
KinaseGlo FLuc	0.6%	-0.3%[7.66 µM]	-5.3%	-1.2%	/	2.2%	-0.4%	1.0%
SMN2 splice up	11.3%	-9.7%[9.22 µM]	/	2.0%	-7.9%	?	-20.4%	-40.4%&-55.3%[inhibitor]
HttQ103 aggreg	-7.9%	/	-10.5%[9.22 µM]	9.8%	/	-6.2%	-17.0%	15.4%[9.22 µM]
LMNA splice mod	9.1%	/	11.9%[46 µM]	-11.4%	/	17.4%	?	?

17) C=CCn1c(CCNC(=O)c2cccs2)nnc1SCC(=O)Nc1cccc(C(C)=O)c1
18) C/C(=N\Nc1cccc([N+](=O)[O-])c1)c1cc2ccccc2o1
19) Cn1cc(CN2CCN(Cc3ccccc3)C(CCO)C2)c(-c2ccccc2)n1 (configuration not stated)
20) O=c1c2[nH]c3ccc(Cl)cc3c2ncn1Cc1ccccn1
21) CCCc1nc([N+](=O)[O-])c(S(=O)(=O)c2ccccc2)n1CC(C)C
22) Cc1ccc(N(CCC(=O)NC(C)(C)C)S(=O)(=O)c2ccc(C)cc2)cc1
23) Cc1ccc(CNC(=O)c2nnn(-c3cccc(C)c3)c2N)cc1
24) CC(=C/c1ccc(C(C)C)cc1)/C=N/NC(=O)CSc1ccccn1
Compound	17	18	19	20	21	22	23	24
IMPase Li inh	-0.2%[38.3 µM]	31.8%[activator]	0.4%	23.5%[38.3 µM]	0.2%	-4.9%	2.1%[38.3 µM]	19.1%
CBFb-RUNX1 inh	9.0%	-8.6%	5.5%	3.4%	-4.5%	-3.5%	4.4%	-9.5%
HTT ATP protect	5.2%	-66.2%[inhibitor]	3.0%[10 µM]	-23.3%	/	-23.5%	-52.2%[inhibitor]	25.9%[10 µM]
KinaseGlo FLuc	0.4%	1.4%	-1.9%	3.8%	5.2%	0.3%	-0.8%	-2.0%
SMN2 splice up	-12.5%	24.0%	/	-13.7%	-46.4%[inhibitor]	-11.9%	-15.9%	2.8%[1.84 µM]
HttQ103 aggreg	12.2%	16.8%	-4.1%[9.22 µM]	-14.1%	16.3%	-21.9%	1.6%	3.7%
LMNA splice mod	11.1%	/	?	11.3%	?	-9.4%[46 µM]	3.4%	-14.0%

25) O=C(COC(=O)c1ccccc1NC(=O)c1ccco1)NC1CCS(=O)(=O)C1 (configuration not stated)
26) O=C(CN1C(=O)NC2(CCCCC2)C1=O)Nc1ccc2c(c1)CCC2
27) O=S1(=O)N=C(N=Nc2c(O)[nH]c3ccccc23)c2ccccc21
28) COCC(=O)Nc1cc(C(=O)OC)cc(C(=O)OC)c1
29) COc1cc(NC(=O)c2cnn3c(C(F)F)cc(C4CC4)nc23)c(OC)cc1Cl
30) CCSc1nc(C)nc2sc(C)c(C)c12
31) N#CC(c1ccc(Cl)cc1)c1ccc2c(C(F)(F)F)cc(C(F)(F)F)nc2n1 (configuration not stated)
32) O=C(O)c1cc(-c2ccccn2)n[nH]1
Compound	25	26	27	28	29	30	31	32
IMPase Li inh	2.5%	-9.7%	24.9%	-2.0%	6.8%	/	36.3%[activator][38.3 µM]	15.1%[38.3 µM]
CBFb-RUNX1 inh	-5.0%	-0.8%	-3.1%	4.2%	10.4%	9.6%	-24.2%	5.2%
HTT ATP protect	23.6%[10 µM]	-20.9%	/	16.2%[10 µM]	/	-8.2%[10 µM]	-44.0%[inhibitor]	-9.0%[0.074 µM]
KinaseGlo FLuc	2.5%	2.3%	-5.1%	2.5%	-0.4%	/	-11.9%	-3.4%
SMN2 splice up	8.0%	-3.8%	-16.1%	8.7%	5.5%	/	-103.8%[inhibitor]	18.8%
HttQ103 aggreg	8.2%	13.1%	?	10.6%	13.4%	-8.4%[9.22 µM]	?	-3.1%
LMNA splice mod	/	?	/	-4.9%	3.9%[46 µM]	/	?	-6.9%

33) Cc1ccc2nc(SCC(=O)NCc3cccs3)c(C#N)cc2c1
34) O=C(Nc1cccc(Oc2ccc3c(c2)C(=O)NC3=O)c1)c1ccco1
35) CCOC(=O)CSc1nc2ccccc2c(=O)n1CC(C)C
36) CCOC(=O)N1CCC(N2C(=O)c3ccccc3C2Nc2ccc(Cl)cn2)CC1 (configuration not stated)
37) CCOC(=O)N1CCN(c2c(NCC3CCN(Cc4cccc(C)c4)CC3)c(=O)c2=O)CC1
38) Cn1c(=O)n(Cc2ccc(F)cc2)c(=O)c2c1nc1n2CCCN1C1CCCCC1
39) Nc1ncc(-n2cncn2)c(-c2ccc(Cl)cc2)n1
40) COC(=O)c1ccc(NC(=O)CCN2CCN(c3ccccc3)CC2)cc1
Compound	33	34	35	36	37	38	39	40
IMPase Li inh	12.6µM*	22.0%[38.3 µM]	10.1%	4.4%[38.3 µM]	24.9%[38.3 µM]	26.5%[38.3 µM]	3.7%	9.0%[38.3 µM]
CBFb-RUNX1 inh	-1.9%	7.9%	28.9%	0.7%	4.7%	0.4%	1.5%	-3.3%
HTT ATP protect	7.9%	-4.4%	26.6%[10 µM]	1.1%	11.2%[10 µM]	-32.8%[0.074 µM]	22.8%[10 µM]	-0.3%[0.074 µM]
KinaseGlo FLuc	-1.4%	-1.0%	/	-2.6%	1.9%	1.4%	-2.4%	0.0%
SMN2 splice up	13.1%	-18.2%	/	-3.5%	-0.1%	-43.4%[inhibitor]	1.5%	4.9%
HttQ103 aggreg	25.7%	-15.8%	6.6%[9.22 µM]	10.9%	5.1%	?	-0.3%	3.4%
LMNA splice mod	16.3%	1.0%	/	2.9%	-12.7%	?	-1.6%[46 µM]	5.2%

# In a second layout: results already given.
no. | smiles | IMPase Li inh | CBFb-RUNX1 inh | HTT ATP protect | KinaseGlo FLuc | SMN2 splice up | HttQ103 aggreg | LMNA splice mod
33 | Cc1ccc2nc(SCC(=O)NCc3cccs3)c(C#N)cc2c1 | 12.6µM* | -1.9% | 7.9% | -1.4% | 13.1% | 25.7% | 16.3%
34 | O=C(Nc1cccc(Oc2ccc3c(c2)C(=O)NC3=O)c1)c1ccco1 | 22.0%[38.3 µM] | 7.9% | -4.4% | -1.0% | -18.2% | -15.8% | 1.0%
35 | CCOC(=O)CSc1nc2ccccc2c(=O)n1CC(C)C | 10.1% | 28.9% | 26.6%[10 µM] | / | / | 6.6%[9.22 µM] | /

# Next entries.
41) O=C(c1ccccc1)C1CCN(C(=O)c2cccs2)CC1
42) COc1ccc(N2C(=O)C3CC=C(Cl)CC3C2=O)cc1 (configuration not stated)
43) CCN(CC1CCCO1)C(=O)CCc1nnc(Cc2ccc3c(c2)OCO3)o1 (configuration not stated)
44) N#Cc1cc2c(nc1SCC(=O)Nc1sc3c(c1C#N)CCC3)CCC2
45) Cc1nc(SCC(=O)NCc2ccco2)nc(C)c1C
46) CC(C)(C)n1ncc2c(=O)n(CC(=O)NCc3ccc(F)cc3)cnc21
47) O=C(CCNS(=O)(=O)c1ccccc1C(F)(F)F)NCc1ccc2c(c1)OCO2
Compound	41	42	43	44	45	46	47
IMPase Li inh	/	25.5%[38.3 µM]	2.5%	?	-4.3%[38.3 µM]	-12.0%[38.3 µM]	7.1%[38.3 µM]
CBFb-RUNX1 inh	5.0%	-0.6%	4.1%	-5.3%	-2.3%	-4.5%	-2.2%
HTT ATP protect	19.5%[10 µM]	11.0%	12.7%[10 µM]	3.9%	-15.9%	-50.6%[inhibitor]	12.0%
KinaseGlo FLuc	/	-5.5%	-2.8%	-1.4%	-2.5%	-8.0%	-4.3%
SMN2 splice up	/	15.1%	/	4.7%	4.0%	8.91µM*	-12.9%
HttQ103 aggreg	0.0%[9.22 µM]	11.0%	-0.3%[9.22 µM]	9.9%	-0.7%	-12.1%	?
LMNA splice mod	/	-5.8%	3.6%[46 µM]	16.8%	0.9%	?	-1.4%
